# Source: PubChem BioAssay
# 14-3-3 PPI: modulators of 14-3-3 gamma protein binding, primary screen, biochemical, fluorescence polarization; 14-3-3 protein gamma (Homo sapiens), P61981; FP, 14-3-3gamma / TMR-pS259-Raf peptide binding; inhibition, % at 40 µM; 0.19% of 160,000 active; AID 422, 2006; in the data active = inhibition above about 30%;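 also: 0% = protein plus tracer without compound and 100% = blank with tracer alone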
# Target sequence (P61981 whole entry, looked up): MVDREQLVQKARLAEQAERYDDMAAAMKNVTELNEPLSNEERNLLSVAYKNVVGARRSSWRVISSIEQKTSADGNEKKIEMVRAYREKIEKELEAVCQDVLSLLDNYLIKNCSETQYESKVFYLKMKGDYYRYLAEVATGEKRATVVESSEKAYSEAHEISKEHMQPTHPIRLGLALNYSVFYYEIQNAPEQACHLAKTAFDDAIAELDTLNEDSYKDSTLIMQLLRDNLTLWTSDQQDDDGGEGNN
# * hit, by the source's call; & = joins results of further samples. Not all compounds are listed (hit frequency here may not be typical).
SMILES,14-3-3 PPI
COC(=O)CSc1nnc(-c2ccc(S(=O)(=O)NCc3cccs3)cc2)o1,-6
Cc1ccc(S(=O)(=O)N2CCCSCC2)cc1,-7
COC(=O)c1ccc2c(=O)n(CCc3ccc(S(N)(=O)=O)cc3)c(SCc3cccc([N+](=O)[O-])c3)nc2c1,-5
Cc1ccc(Cn2c(-c3nonc3N)nc3ccccc32)cc1,-8&-8
CCC(C)N1C(=O)C2C(C(=O)Nc3ccc(Br)cc3)C3C=CC2(O3)C1C(=O)NC1CCCCC1 (centres undefined),-1
CCOc1cc(C(=S)N2CCOCC2)ccc1OC(=O)c1ccc(Cl)cc1,-7
Cc1ccc2nc(-c3ccccc3)cc(C(=O)Nc3ccc(Cl)cc3)c2c1,1
COc1ccc(C)cc1NC(=O)C1CCCCC1C(=O)O (centres undefined),9
c1ccc(CCc2nnc3c4c5c(sc4ncn23)CCCC5)cc1,-22
CCOC(=O)c1c(C2CCN(C(=O)OCC)CC2)nc2ccccn12,4
O=C(NC1CCCCCCC1)C1CCN(c2nc3ccccc3o2)CC1,1
Cc1ccc(C)c(NC(=O)CSc2nnnn2-c2ccc(C(=O)O)cc2)c1,-8
Cn1cc(C(=O)N2CCN(C(=O)c3ccco3)CC2)c2c3ccccc3n(C)c2c1=O,-1
COc1ccc(NC(=O)NCCCN2CCCC2=O)cc1,1
Cc1ccc(S(=O)(=O)Nc2ccc3sc(C)nc3c2)cc1,-6
O=C(NCc1ccccn1)C(=O)Nc1ccc2c(c1)OCO2,-1
Cc1nn(C(C)(C)C)c(OC(=O)c2ccccc2)c1Sc1ccccc1[N+](=O)[O-],-12
O=C(NC(NCC12CC3CC(CC(C3)C1)C2)(C(F)(F)F)C(F)(F)F)c1ccccc1,2
CCc1nc(OCc2ccco2)c2sc3nc4c(cc3c2n1)COC(C)(C)C4,-14
CC(C)n1c(SC2CCOC2=O)nc2ccccc21 (centres undefined),-7
Cc1cc(=O)oc2cc(NC(=O)C(C)N)ccc12 (centres undefined),12
COc1ccc(NC(=O)CCS(=O)(=O)c2ccc(C)cc2)cc1Cl,-11
COc1ccc(C2NC(=O)c3n[nH]c(C)c32)c(OC)c1 (centres undefined),2
COc1ccc(CCNS(=O)(=O)c2cc(Br)cc3c2N(C(=O)C2CC2)CC3)cc1OC,-3
COc1ccc(Cn2nnnc2CN2CCc3ccccc32)cc1,-8
C=CCN(c1ccc(C(=O)N2CCN(c3ccc(F)cc3)CC2)cc1)S(C)(=O)=O,-1
COc1cc(-c2c(C#N)c(=O)[nH]c3c2c(C)nn3-c2ccccc2)ccc1O,-3
CN1C2=NCCCN2c2ccccc21,-12
COc1ccccc1N=Cc1cc(OC)c(OCc2ccccc2)cc1[N+](=O)[O-],-13
CCC(=O)OCCNc1cc(SCc2ccccc2)c2nonc2c1[N+](=O)[O-],-10
COc1cc(Cl)c(C)cc1NC(=O)CSc1cc(=O)n(C)c2ccccc12,-10
NC(C(=O)N[C@@H]1C(=O)N2C(C(=O)O)=C(Cl)CS[C@H]12)c1ccccc1 (some centres undefined),-4
C=CCc1cccc(CNc2nc3ccccc3n2C)c1O,-8
O=C(O)Cn1c(CCS(=O)(=O)c2ccc(Cl)cc2)nc2ccccc21,-4
CC1CCCCN1C(=O)c1ccc(Cl)c([N+](=O)[O-])c1 (centres undefined),4
O=C(CSc1nc2ccc(NC(=O)c3ccccc3)cc2s1)NC1CCCCC1,-4
CC1=C(C(=O)Nc2ccc(C)c(Cl)c2)C(c2ccc(C)cc2)NC(=O)N1 (centres undefined),2
CCSCCOC(=O)C1=C(C)NC2=C(C(=O)CC(c3cccs3)C2)C1c1cccc(Cl)c1 (centres undefined),-2
COc1ccc(C(=O)NCCc2ccc(S(N)(=O)=O)cc2)cc1OC,-3&5
C=CCn1c(SCC(=O)N2CCOCC2)nc(O)c(Cc2ccccc2)c1=O,2

# 3 entries from above, ordered by molecular weight, lowest first.
SMILES,14-3-3 PPI
CC1CCCCN1C(=O)c1ccc(Cl)c([N+](=O)[O-])c1 (centres undefined),4
CCOC(=O)c1c(C2CCN(C(=O)OCC)CC2)nc2ccccn12,4
NC(C(=O)N[C@@H]1C(=O)N2C(C(=O)O)=C(Cl)CS[C@H]12)c1ccccc1 (some centres undefined),-4

# (further entries)
SMILES,14-3-3 PPI
COc1ccc(N2C(=O)CSC23C(=O)Nc2ccc(Br)cc23)cc1 (centres undefined),-4
O=C(Nc1cccc(C(F)(F)F)c1)c1cc2nc(-c3cccs3)cc(C(F)(F)F)n2n1,-10
COCCn1cc(C(=O)NC2CCCCCC2)c2c3ccccc3n(C)c2c1=O,2
Cc1ccc(S(=O)(=O)Nc2cc(C(=O)N(C)CCC#N)ccc2N2CCCCC2)cc1,2
COc1ccc(S(=O)(=O)CCC(=O)NCCc2ccc(C)cc2)cc1,4
Cc1cc(C(=O)NCc2ccco2)ccc1[N+](=O)[O-],-7
CC(=O)c1cccc(NC(=O)C2CCN(S(=O)(=O)c3ccccc3)CC2)c1,-4
CC(=O)Nc1ccc(-c2cc(NC(C)=O)n(-c3ccccc3)n2)cc1,-15
C=CCN1C(=S)NC2c3cc(Cl)ccc3OC1(C)C2C (centres undefined),-3
O=C(CN1CCCC1)NCCNS(=O)(=O)c1ccccc1,-4
CCCCOc1ccc(-c2nnc3n2N=C(c2cccc(C(F)(F)F)c2)CS3)cc1,-4
O=C(COC(=O)C1CCN(C(=O)c2ccc(Br)o2)CC1)c1ccc(Br)cc1,-5
O=C(NCc1ccc2c(c1)OCO2)C1CCN(S(=O)(=O)N2CCOCC2)CC1,-15
O=C(COC(=O)c1ccc2c(c1)OCCO2)NCc1ccccc1,-3
CC(=O)N1CCC(N(CCCOC(C)C)C(=O)Nc2ccc(Cl)cc2)CC1,-4
Cn1c(CO)nc2cc(N=Cc3cc(Cl)ccc3O)ccc21,-25
COc1ccc(CN2CCCN(S(=O)(=O)c3ccc(F)cc3)CC2)cc1,-6
COC(=O)CSc1nnc(CCc2nc3ccccc3[nH]2)n1C,-8
Cc1cc(C)n(C(=O)c2ccc(C)c(S(=O)(=O)N3CCCC3)c2)n1,-2
CCOc1ccc(NS(=O)(=O)c2ccc(NC(=O)c3cccs3)cc2)cc1,-6
COc1cc(C(=O)Nc2ccc(-c3nc4cc(C)cc(C)c4o3)cc2)cc(OC)c1OC,-83
Cc1cc(OCc2nc(-c3cccc([N+](=O)[O-])c3)no2)cc(C)c1Cl,-5
COc1ccccc1CNc1ncnc2c1nnn2Cc1ccccc1,2
Cc1ccc(S(=O)(=O)c2nc(Nc3nccs3)sc2Cl)cc1,-2&-33
COc1cc(-c2cc(C(F)(F)F)n3ncc(C(=O)N4CCN(Cc5ccccc5)CC4)c3n2)cc(OC)c1OC,7
CN(C)CCN1C(=O)c2oc3ccccc3c(=O)c2C1c1ccc(F)cc1 (centres undefined),-13
Cc1ccc(S(=O)(=O)NCC2CCC(C(=O)N3CCN(c4cccc(C)c4C)CC3)CC2)cc1 (centres undefined),-3
O=C1N/C(=N/c2ccccn2)SC1Cc1ccccc1 (centres undefined),9
O=C(Nc1cccc(Cl)c1N1CCCC1)c1cc2ccccc2o1,3
Cn1c(=O)oc2cc(S(=O)(=O)NC3CCCC3)ccc21,-7
CCOC(=O)/C(C#N)=C1/C=CN(Cc2ccccc2)C=N1,-2
COC(=O)COC(=O)CC(CC(N)=O)c1ccccc1 (centres undefined),1
Cn1c(NC(=O)c2ccco2)c(-c2ccccc2Cl)c(=O)c2ccccc21,9
COc1cccc(OC)c1C(=O)Nc1ccccc1-c1nc2ccccc2[nH]1,6
Cn1cnnc1SCC(=O)Nc1ccc(Br)cc1,-12
CCOC(=O)c1[nH]c2ccccc2c1NC(=O)c1cc([N+](=O)[O-])ccc1Cl,0
O=S(=O)(Nc1ccc2nc(C(F)(F)F)[nH]c2c1)c1ccccc1,-3
CCCCCCN1N=C(C)C(C(=O)c2ccc(Br)cc2)C1=O (centres undefined),-3
COC(=O)c1ccccc1NC=C1C(=O)OC2(CCCCC2)OC1=O,-1
Cc1ccc(-n2nc3c(c2NC(=O)c2ccccc2F)CS(=O)(=O)C3)c(C)c1,-442

# Laid out differently: results already given.
Molecule	14-3-3 PPI
Cc1cc(OCc2nc(-c3cccc([N+](=O)[O-])c3)no2)cc(C)c1Cl	-5
COc1ccccc1CNc1ncnc2c1nnn2Cc1ccccc1	2
Cc1ccc(S(=O)(=O)c2nc(Nc3nccs3)sc2Cl)cc1	-2&-33
COc1cc(-c2cc(C(F)(F)F)n3ncc(C(=O)N4CCN(Cc5ccccc5)CC4)c3n2)cc(OC)c1OC	7
CN(C)CCN1C(=O)c2oc3ccccc3c(=O)c2C1c1ccc(F)cc1 (centres undefined)	-13
Cc1ccc(S(=O)(=O)NCC2CCC(C(=O)N3CCN(c4cccc(C)c4C)CC3)CC2)cc1 (centres undefined)	-3
O=C1N/C(=N/c2ccccn2)SC1Cc1ccccc1 (centres undefined)	9
O=C(Nc1cccc(Cl)c1N1CCCC1)c1cc2ccccc2o1	3
Cn1c(=O)oc2cc(S(=O)(=O)NC3CCCC3)ccc21	-7
CCOC(=O)/C(C#N)=C1/C=CN(Cc2ccccc2)C=N1	-2
COC(=O)COC(=O)CC(CC(N)=O)c1ccccc1 (centres undefined)	1
Cn1c(NC(=O)c2ccco2)c(-c2ccccc2Cl)c(=O)c2ccccc21	9
COc1cccc(OC)c1C(=O)Nc1ccccc1-c1nc2ccccc2[nH]1	6
Cn1cnnc1SCC(=O)Nc1ccc(Br)cc1	-12
CCOC(=O)c1[nH]c2ccccc2c1NC(=O)c1cc([N+](=O)[O-])ccc1Cl	0
O=S(=O)(Nc1ccc2nc(C(F)(F)F)[nH]c2c1)c1ccccc1	-3
CCCCCCN1N=C(C)C(C(=O)c2ccc(Br)cc2)C1=O (centres undefined)	-3
COC(=O)c1ccccc1NC=C1C(=O)OC2(CCCCC2)OC1=O	-1

# (continued)
SMILES,14-3-3 PPI
CC(NC(=O)CCc1nc(-c2cccs2)no1)c1ccc2c(c1)OCCO2 (centres undefined),-6
Cc1cc(=O)[nH]c(SCC(=O)Nc2nc3c(s2)CCCC3)n1,-1
Cc1ccc(-c2csc(NC(=O)c3cc4ccccc4oc3=O)n2)cc1,-2
CCN(CCCNC(=O)c1cc2cc3ccc(Cl)cc3nc2o1)c1ccccc1,-15
O=C(Nc1ccc(S(=O)(=O)N2CCCCCC2)cc1)c1cccs1,-12
CC1CCCCC1N1CCN(C(=O)c2cccc(F)c2)CC1 (centres undefined),-11
CC(C)(C)c1ccc(C(=O)Nc2cc([N+](=O)[O-])ccc2F)cc1,-3
Cc1cc(C)c(S(=O)(=O)NCC2CCC(C(=O)N3CCCCC3)CC2)c(C)c1 (centres undefined),-10
CCOC(=O)C1=C(C)Nc2nnnn2C1c1ccccc1OCC (centres undefined),-9
Cc1cccc2sc(NC(=O)c3sc4ccccc4c3Cl)nc12,-11
Nc1nc2n(n1)C(c1ccco1)CC(c1ccccc1)N2 (centres undefined),-5
CC(=O)Nc1ccc(S(=O)(=O)N2CCN(c3ccc([N+](=O)[O-])c(NCc4ccco4)c3)CC2)cc1,6
Cc1cc(N2C(=O)C3CC=CC(C)C3C2=O)ccc1Br (centres undefined),-11
O=S(=O)(Nc1ccc(Oc2ccccc2)cc1)c1ccc(Cl)cc1,-2
CCOCCCNc1ncc2c(n1)CC(c1ccc(C)cc1)CC2=O (centres undefined),-2
Cc1ccc(C(=O)CN2/C(=C(/O)c3ccccc3)C(=O)c3ccccc3S2(=O)=O)c(C)c1,-2
CCOc1ccc2[nH]c(C)c(CN3CCN(CC)CC3)c(=O)c2c1,4
O=S(=O)(NCCC1=CCCCC1)c1cccc2nonc12,-24
COc1ccccc1CNC(=O)c1cccnc1SCc1ccccc1F,-2
COC(=O)c1ccc(C(=O)OC)c(NC(=O)c2cnc3n(c2=O)CCS3)c1,-8&-10
CC(=O)c1ccc(O)c(CO)c1,-4
COc1cc2[nH]c(=S)n(CCc3ccccc3Cl)c(=O)c2cc1OC,4
CCCCOc1ccc(C2C(=O)N(C3CCCCC3)CC(=O)N2CCc2ccc(Cl)cc2)cc1 (centres undefined),-12
Cc1ccccc1C1C(=O)N(C2CCCCC2)CC(=O)N1C1CCCCCCC1 (centres undefined),-10
COc1ccccc1C1CC(=O)C2=C(C1)NC(C)=C(C(=O)OC(C)C)C2c1ccc(O)cc1 (centres undefined),-5
Cc1ccc2nc(-c3cc(N=Cc4cc(I)ccc4O)ccc3O)oc2c1,-98
Clc1ccc(-c2nc3cnccn3c2NC2CCCC2)cc1,-5
COc1ccc(NC(=O)c2ccc(N3CC4CC(C3)c3cccc(=O)n3C4)c(NC(=O)c3cc4ccccc4oc3=O)c2)cc1Cl (centres undefined),-18
COc1ccc2[nH]c(=O)c(CN(C)C(=O)COc3ccccc3)cc2c1,-8
CN1c2ccccc2-c2nc3ccccc3n2C1c1cccc(Cl)c1 (centres undefined),-3
C=CCn1c(SCc2ccc(C#N)cc2Cl)nnc1-c1cccc(OC)c1,-6
O=[N+]([O-])c1ccc2nc(N3CCOCC3)nc(-c3ccccc3)c2c1,-2
Cc1ccc2c(c1)N(CCC(=O)NCc1ccc3c(c1)OCO3)C(=O)CO2,1&-2
CCOC(=O)c1c(NC(=O)CSc2nnnn2CC)sc(C)c1C,5
CCCCn1c(SCc2ccccc2Cl)nc2c1c(=O)[nH]c(=O)n2C,-6
CN(CCc1ccccn1)C(=O)c1cc2c(=O)[nH]c3ccccc3c2s1,-5
O=C(NCc1ccc(F)cc1)C1CCCN(S(=O)(=O)c2cccs2)C1 (centres undefined),-2
CC1CN(c2c3c(nc4ncnn24)CCCC3)CC(C)O1 (centres undefined),2
Cc1noc(C)c1C(=O)NCCC1=CCCCC1,-8
CCOC(=O)c1[nH]c(C)c(C(=O)Nc2ccc(C)c(Cl)c2)c1C,-18
CCCc1cc(-c2[nH]ncc2-c2ccc(C(=O)OCC)o2)c(O)cc1O,0
C[C@@H](Nc1nc(-c2ccccc2)nc2c1oc1ccccc12)C(=O)O,15
O=C(Nc1ccccc1Br)c1cc(S(=O)(=O)N2CCCCC2)ccc1F,-1
CCCC1CC(=O)OC1(C)C(=O)CSc1n[nH]c(-c2ccccc2)n1 (centres undefined),-2
CCOC(=O)c1ccc2nc(NC(=O)c3ccc(N4C(=O)CCC4=O)cc3)sc2c1,-121
O=C1CCCc2c1cc(C(=O)Nc1ccccc1F)c(=O)n2-c1ccc(Cl)cc1,-2
